# Screens: PubChem BioAssay, several laboratories
# FAK blocker: blocks human focal adhesion kinase activity | biochemical FAK kinase activity assay | Q05397 | hit rate 0.84% among 97,000 | inhibition, %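 (tested at 7 µM)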 | AID 727; in the data active = inhibition above about 19%;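 note: 0% = DMSO and 100% = reference compound high control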
# Target sequence (Q05397 whole entry, looked up): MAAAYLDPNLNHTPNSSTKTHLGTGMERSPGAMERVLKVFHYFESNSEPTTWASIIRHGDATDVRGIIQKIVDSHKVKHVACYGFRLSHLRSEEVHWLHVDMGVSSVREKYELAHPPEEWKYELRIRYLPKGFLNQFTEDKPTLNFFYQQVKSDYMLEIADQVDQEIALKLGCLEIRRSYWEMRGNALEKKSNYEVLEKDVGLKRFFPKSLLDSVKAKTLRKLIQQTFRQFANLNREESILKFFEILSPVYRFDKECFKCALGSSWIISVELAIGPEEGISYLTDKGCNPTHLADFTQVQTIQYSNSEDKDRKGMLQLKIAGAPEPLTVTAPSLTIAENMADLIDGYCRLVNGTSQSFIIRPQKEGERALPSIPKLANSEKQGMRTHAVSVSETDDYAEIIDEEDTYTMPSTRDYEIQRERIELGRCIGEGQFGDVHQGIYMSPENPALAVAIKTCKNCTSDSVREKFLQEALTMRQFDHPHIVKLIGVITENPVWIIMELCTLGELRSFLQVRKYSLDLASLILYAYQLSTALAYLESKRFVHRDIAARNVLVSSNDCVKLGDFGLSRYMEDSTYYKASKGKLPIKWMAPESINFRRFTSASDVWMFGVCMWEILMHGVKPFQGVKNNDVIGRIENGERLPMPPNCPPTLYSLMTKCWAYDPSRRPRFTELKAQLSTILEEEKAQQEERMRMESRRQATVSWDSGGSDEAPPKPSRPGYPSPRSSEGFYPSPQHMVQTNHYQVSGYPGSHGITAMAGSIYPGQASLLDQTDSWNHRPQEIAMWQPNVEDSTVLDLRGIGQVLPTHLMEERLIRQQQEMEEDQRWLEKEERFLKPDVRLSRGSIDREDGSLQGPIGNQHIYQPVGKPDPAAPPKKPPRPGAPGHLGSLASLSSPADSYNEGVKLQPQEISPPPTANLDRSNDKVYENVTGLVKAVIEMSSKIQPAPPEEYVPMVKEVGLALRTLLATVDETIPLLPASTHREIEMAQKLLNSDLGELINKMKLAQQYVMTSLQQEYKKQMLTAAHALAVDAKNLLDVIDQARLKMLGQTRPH
# S1P2 ag: activates the human S1P2 receptor; O95136; S1P2-expressing cell line, agonist reporter read-out; activation, % at 4.5 µM; hit rate 0.46% among 97,000; in the data active = activation above about 16%;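 note: 0% = vehicle low control and 100% = maximal reference agonist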
# MT1-MMP txn act: MT1-MMP promoter transcription activation | activation factor at 10 µM | hit rate 0.16% among 86,000 | AID 750 | HT1080 MT1-MMP promoter luciferase reporter, luminescence, overnight; active compounds read high;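 active = activation factor of at least 2 for MT1-MMP transcription at 10 µM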
# EphB4 ephrin blk: antagonists of human EphB4-ephrin-B2 interaction; P54760; EphB4 LBD / TNYL-RAW-Alexa532 peptide, fluorescence polarization; inhibition, % at 7 µM; hit rate 0.15% among 97,000;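 active = inhibition above the screen-wide mean inhibition plus 3 SD, cut at about 15% in these data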;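 note: 0% = DMSO wells and 100% = excess unlabeled TNYL-RAW peptide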
# S1P2 blocker: antagonists of human S1P2 receptor; O95136; cell-based S1P2 antagonist assay, inhibition at 5 uM; inhibition, % at 5 µM; hit rate 0.21% among 97,000; AID 736; in the data active = inhibition above about 45%;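 note: CRE beta-lactamase reporter cells expressing human S1P2 stimulated with S1P; 0% = agonist at EC80 alone and 100% = agonist plus reference antagonist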
# Rev-RRE block: HIV Rev-RRE protein-RNA interaction inhibition; P05866; inhibition, % at 8 µM; hit rate 0.79% among 97,000; AID 704; Rev peptide-RRE RNA binding, FRET;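 active = inhibition above the screen-wide mean plus 3 SD, cut at about 35% in these data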;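 note: 0% = median DMSO wells and 100% = median Neomycin B control wells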
#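 Test system: Cy5-tagged RRE RNA duplex with fluorescein-tagged Rev peptide | Read-out: % inhibition of FRET ratio versus controls | Probe or stimulus: Labelled Rev peptide | Incubation: 5 min RNA-compound premix plus 15 min binding step, 25 °C | Technique: FRET fluorescence readout | Benchmarks: DMSO low control, neomycin B high control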
# PLK1 kinase inh: inhibitors of human PLK1 kinase. P53350. recombinant PLK1 kinase, TR-FRET peptide phosphorylation. inhibition, % at 10 µM. hit rate 0.53% among 97,000;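 active = inhibition of 50% or more in the single-concentration screen; inactive = inhibition below 50%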;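 note: 0% = DMSO max control and 100% = H-89 dihydrochloride min control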
# Plk1 PBD FP: blocks phosphopeptide binding to human Plk1 polo box domain; Plk1 PBD phosphopeptide binding, fluorescence polarization; inhibition, %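 (tested at about 20 µM)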; hit rate 0.13% among 97,000; in the data active = inhibition above about 34%, passing the limit was not always enough
# PLAP activator: activates human placental alkaline phosphatase. P05187. purified PLAP enzyme, luminescent substrate read-out; active compounds read high. activation fold at 20 µM. hit rate 1.2% among 96,000. AID 696; in the data active = activation fold above about 2
# Starred values were filed as active, the others as inactive; nt = not tested or not shown.
SMILES,FAK blocker,S1P2 ag,MT1-MMP txn act,EphB4 ephrin blk,S1P2 blocker,Rev-RRE block,PLK1 kinase inh,Plk1 PBD FP,PLAP activator
Cc1csc(NC(=O)CSc2nc3ccccc3s2)n1,3,-5,1.1,3,20,6,-12,15,1
CCOC(=O)COc1c(OC)cc(Cl)cc1C1Nc2ccccc2C(=O)N1c1cccc(C)c1 (stereo unspecified),4,-3,nt,-6,0,11,-9,9,1.2
CCc1nnc(NC(=O)c2cc(-c3ccccc3)nn2-c2ccccc2)s1,-3,-5,1.1,-2,-7,-1,-2,0,1
CCN(CC)c1ncnc2ccc(Br)cc12,45*,-6,1,3,-109,3,-3,-13,1.2
O=C1CCCc2nc(N3CCN(C(c4ccccc4)c4ccccc4)CC3)ncc21,5,-3,1.2,1,18,5,-6,5,1.4
CC1CN(C2CCN(S(=O)(=O)c3ccc(F)cc3)CC2)CC(C)O1 (stereo unspecified),-2,1,1.2,2,1,-3,1,-16,0.9
COc1ccc(CN=C2Nc3ccccc3CS2)cc1,-2,-6,nt,-5,-4,2,0,-29,1
COC(=O)C1=C(N)Oc2cc(C)n(C)c(=O)c2C1c1ccc(Cl)c(Cl)c1 (stereo unspecified),8,-7,1,3,27,5,5,-31,1.1
O=C1c2cccnc2C(=O)N1Cc1ccc(F)cc1,3,-1,1.3,4,17,5,-11,-18,1.1
CC(C)CNC(=O)c1ccccc1NC(=O)c1ccc(CN2CCOCC2)cc1,1,-7,1.1,2,-29,6,-13,-19,1.2
CC(C)=CCC/C(C)=C/CN(CC(C)O)CC(C)O (stereo unspecified),-2,-7,1,-1,-11,2,-4,8,1.5
CC(C(=O)O)N1C(=O)CSC1=S (stereo unspecified),-3,-1,1,4,4,6,8,-17,1.1
Cc1ccc(Cn2nnc3c(=O)n(CC(=O)NCC4CCCO4)cnc32)cc1 (stereo unspecified),-8,-1,1,-3,15,6,-9,10,1.1
CCOc1ccc(S(=O)(=O)N2CCC(C(N)=O)CC2)c2ccccc12,-4,-8,1.1,0,8,6,-7,21,1.1
Cc1cc(C)cc(N2C(=O)C3C4C=CC(C4)C3C2=O)c1 (stereo unspecified),4,0,1,4,12,4,-3,-1,1
O=C(NCc1ccc2c(c1)OCO2)c1ccc2snnc2c1,1,2,1.1,0,1,3,-5,10,0.8
Cc1cc(NC(=O)c2cnn3c(C(F)(F)F)cc(-c4ccc(Br)cc4)nc23)no1,1,-3,1.2,-7,17,-1,-1,2,1.3
Cn1c(SCC(=O)Nc2cccc3ccccc23)nc(O)cc1=O,3,-2,1.1,4,6,5,-18,5,0.9
CC1Cc2ccccc2N1CC(=O)Nc1ccc2c(c1)OC(F)(F)O2 (stereo unspecified),4,3,nt,2,-30,2,-8,20,0.8
Cc1cc(NC(=O)c2cccc3ccccc23)cc(C)c1OCC(=O)N1CCOCC1,-2,1,0.9,9,-1,6,-9,-3,1.6
CSCC[C@H](NC(=O)CCNC(C)=O)c1nc2ccccc2[nH]1,1,-1,1,-4,-3,5,-13,16,0.9
COc1ccc(C2N(c3ccccn3)C(=O)C3CCCN32)c(OC)c1 (stereo unspecified),5,-3,1.3,1,18,11,-4,-10,1.3
Cc1cc(C)nc(NS(=O)(=O)c2ccc(NC(=O)NC3CCCCC3)cc2)n1,-3,-2,1.1,2,-2,-4,-8,17,1.2
CCO/C=C1/C(=O)N(CC)c2ccccc21,-2,-5,0.9,5,-2,4,-3,8,1
O=C(c1ccccc1F)N(Cc1ccc2c(c1)OCO2)Cc1cc2cc3c(cc2n2nnnc12)OCO3,0,-3,1.2,11,30,9,-6,-29,1

# Other compounds follow.
SMILES,FAK blocker,S1P2 ag,MT1-MMP txn act,EphB4 ephrin blk,S1P2 blocker,Rev-RRE block,PLK1 kinase inh,Plk1 PBD FP,PLAP activator
COc1ccccc1OCCn1c(=O)sc2ccccc21,1,-8,1.1,-6,-26,2,-7,-12,0.9
Oc1ccc(Cl)cc1-c1cc(-c2ccco2)[nH]n1,14,-8,1.4,5,-29,19,13,12,1.5
Cc1nccn1CCCN1C(=O)OC2(CCCCC2)C1(C)O (stereo unspecified),0,3,1.1,-6,-9,5,-12,17,nt
COCCn1nnnc1C(c1ccc2ncccc2c1)N1CCc2ccccc21 (stereo unspecified),-3,-9,1.1,-2,12,5,-17,-3,1.5
O=C(NCCN1CCOCC1)c1ccc(-c2ccccc2)cc1,2,-2,0.9,3,3,8,1,-4,1.1
COc1ccc(C)cc1NC(=O)CN1C(=O)c2ccccc2S1(=O)=O,nt,nt,1.1,nt,nt,nt,1,-11,1
CCN(C(=O)Cn1c(=O)n2nc(CCn3nc(C)cc3C)nc2c2ccccc21)c1cccc(C)c1,2,-2,1.2,5,7,4,-10,-11,1.4
CN(C)c1ccc(NC(=O)c2cn(-c3ccccc3)nc2-c2cccs2)cc1,5,-5,1.2,2,8,-2,-11,12,0.9
CCOc1cc(/C=N/NC(=O)Cn2nc([N+](=O)[O-])cc2C)ccc1OCc1ccc(F)cc1,6,-7,1.1,3,11,13,-15,6,1
COc1cc(C(C#N)N2N=C(c3ccccc3)CC2c2ccccc2)ccc1O (stereo unspecified),4,-4,nt,1,11,0,-12,8,1.1
O=C(c1cnn2c1NC(c1ccco1)CC2C(F)(F)F)N1CCN(c2cccc(Cl)c2)CC1 (stereo unspecified),-1,-6,1.2,6,9,9,-12,-15,1.4
COCc1nnc(NS(=O)(=O)c2ccc([N+](=O)[O-])cc2)s1,1,-4,1.1,0,-23,0,3,-2,1.3
Cc1ccc(OCC(=O)NC2CCCC2)c(C)c1,-3,-7,1.4,0,1,-4,2,9,0.9
CCOC(=O)N1CCN(C(=O)Nc2cccc(Cl)c2)CC1,2,-5,1.1,12,1,10,-9,-11,1
CCN(CC)CCN1C(=O)c2ccccc2NC1c1cc(OC)c(OC)c(OC)c1 (stereo unspecified),6,2,1,0,13,1,-8,-10,1.4
CCCCCn1c(=O)[nH]c2c(c1=O)CCC2,-2,0,1.1,-6,4,6,-9,27,0.9
COc1ccc(-c2nsc3c(N4CCN(S(=O)(=O)c5ccccc5F)CC4)ncnc23)cc1,0,0,nt,5,18,13,-30,30,1
CCN(CC)S(=O)(=O)c1csc(C(=O)Nc2ccccn2)c1,5,-8,1.5,2,10,5,-6,-15,0.9
CCOC(=O)c1ccc(NC(=O)CNC(=O)C2CCCCC2)cc1,-1,-3,1.1,0,17,3,4,15,0.8
CCSc1nc2c([nH]c3ccccc32)c(=O)n1C,-2,-7,1.1,4,-3,6,-9,-25,0.9
CCn1c(=O)cc(OCC(=O)NCc2cccnc2)c2ccccc21,-2,-4,1,-5,7,5,-12,2,1
Cc1nc(-n2cc(F)c(=O)[nH]c2=O)c2nc(C)oc2n1,6,-6,1,3,13,10,7,-22,1
C=CCOC(=O)COc1ccc2c(C)c(C)c(=O)oc2c1C,-4,-4,1,-4,-14,2,-11,-13,nt
COc1ccc(-c2c(C#N)c(N)nc3c2CCCC3)cc1OC,1,4,1,-8,-28,4,-3,8,nt
COc1ccc(NS(=O)(=O)c2cccc(-c3nnc4n3CCCCC4)c2)cc1,0,-2,1.1,-6,14,4,-1,27,1.3

# Structures from the list above that have a CF3 group, in the order listed:
SMILES,FAK blocker,S1P2 ag,MT1-MMP txn act,EphB4 ephrin blk,S1P2 blocker,Rev-RRE block,PLK1 kinase inh,Plk1 PBD FP,PLAP activator
Cc1cc(NC(=O)c2cnn3c(C(F)(F)F)cc(-c4ccc(Br)cc4)nc23)no1,1,-3,1.2,-7,17,-1,-1,2,1.3
O=C(c1cnn2c1NC(c1ccco1)CC2C(F)(F)F)N1CCN(c2cccc(Cl)c2)CC1 (stereo unspecified),-1,-6,1.2,6,9,9,-12,-15,1.4

# Other compounds:
SMILES,FAK blocker,S1P2 ag,MT1-MMP txn act,EphB4 ephrin blk,S1P2 blocker,Rev-RRE block,PLK1 kinase inh,Plk1 PBD FP,PLAP activator
O=S(=O)(c1ccc(Cl)cc1)N1CCCC1c1nc(-c2ccc(Cl)cc2)no1 (stereo unspecified),-2,-2,nt,-2,18,13,-4,41,nt
COc1ccc2oc(=O)c(C(=O)N3CCCc4ccccc43)cc2c1,1,-5,nt,-1,-14,4,-9,-14,0.8
CNC(=O)c1ccc(N(Cc2ccccc2)S(C)(=O)=O)cc1,-3,-3,1,1,-4,6,1,7,1.1
COc1ccc(CC(=O)Nc2ccc(-c3noc(-c4ccccc4OC)n3)cc2)cc1,6,-3,1.1,-2,-23,3,-21,-13,1.1
COc1ccccc1-c1cc(C(F)(F)F)nc(N2CCCC2)n1,-3,-2,1.2,-7,-2,23,-4,-14,1.5
Cc1cc(=O)n2nc(N3CCC(C(=O)NC(C)c4ccccc4)CC3)sc2n1 (stereo unspecified),2,-5,1.2,-1,3,6,-2,12,1.6
COCCN(CCOC)S(=O)(=O)c1ccc(C(=O)Nc2nnc(C3CC3)o2)cc1,0,-3,1,2,9,4,-9,-18,1.4
CCCSc1nnc(NC(=O)c2nc(SC)ncc2Cl)s1,-2,-3,1.1,-2,3,2,-12,-19,1
Cc1cccc(N2CC(=O)N(c3cccc(C)c3)CC2=O)c1,0,-5,1.1,-5,21,7,-7,-3,1
C=C1CSc2nc(=O)c3c(C)c(C)sc3n21,-2,-8,1,-2,-1,4,2,2,0.8
CC(NC(=O)c1ccnc(C(C)(C)C)c1)c1ccccc1 (stereo unspecified),1,-6,1.1,-2,-4,1,-11,-15,1
COC(=O)C1CCN(S(=O)(=O)Cc2ccccc2)CC1,-9,-7,1.1,4,-7,4,-6,1,1.3
O=C1c2ccccc2C(=O)N1CCc1nc2ccccc2c(=O)n1Cc1ccco1,2,-14,1.1,1,0,5,-7,4,1.4
CC/C(=C\C(=O)c1ccncc1)Nc1ccc(Br)cc1,1,-4,1.1,2,-12,-4,-1,7,1.1
COc1ccc(N(CC(=O)Nc2ccccc2SC)S(C)(=O)=O)cc1OC,2,-5,1,-1,5,-4,-3,5,1.3
CCOc1cc(/C=C\c2[nH]c(=O)[nH]c(=O)c2[N+](=O)[O-])ccc1OC(C)CC (stereo unspecified),-3,3,1,0,-17,8,1,12,1.2
Fc1ccc(Oc2cc(N3CCOCC3)nc(-c3ccccc3)n2)c(F)c1,-3,-5,nt,2,0,15,-7,6,1
COCCCn1c(C(C)C)nc2oc3cc(OC)ccc3c(=O)c2c1=O,4,-7,1.1,2,-3,1,-8,-24,1.2
Cn1c(C(F)(F)F)nc2c(=O)oc3ccccc3c21,-3,-4,1.1,-11,10,4,-5,-19,1.1
Cc1ccc(NC(=O)CCC(=O)NNC(=O)c2cccs2)c(C)c1,-2,-6,nt,7,24,12,-13,-9,1.2
CCOC(=O)N1CCC(N(CCOC)C(=O)Nc2ccc(C)c(C)c2)CC1,4,-10,1.1,6,20,7,-7,-12,1.5
Cn1c(CN2CCOCC2)nc2cc(NC(=O)c3ccccc3Cl)ccc21,0,-1,1.3,-8,-14,2,-7,-10,1.3
N#Cc1c(-c2ccccc2)ccn(Cc2cccc(Cl)c2)c1=O,2,-4,nt,-2,-3,4,-9,25,0.8
COC(=O)c1sc(N)c(C(=O)OC)c1CSc1nnc(-c2ccccc2Cl)n1C,0,-2,1.1,-1,1,2,-2,10,1.6
COC(=O)/C=C1/S/C(=N/NC(=O)c2ccccc2C)NC1=O,-3,-4,1.1,-2,-10,4,9,-24,1.9
Cc1cc(C(=O)CSc2ccc(F)cc2)cc(C)c1OC(=S)N(C)C,-2,-5,1,-2,0,15,-4,0,1
CCC(=O)N1CCCc2cc(S(=O)(=O)N3CCN(c4ncccn4)CC3)ccc21,-7,-6,1.1,-2,5,4,-9,-22,1.2
Cc1ccc(S(=O)(=O)C2(C(=O)Nc3cccnc3)CC2)cc1,4,-7,1.1,-2,21,9,-17,-4,0.9
